NR1D1 modulator: modulators of Rev-erb alpha DNA binding, primary screen, biochemical, FITC-DNA, fluorescence polarization, uHTS | 370,000 compounds, 0.79% hits | Rev-erbα–FITC-DNA binding, 90 min | activity, % at 10 µM | AID 1259318, 2017 | Nuclear receptor subfamily 1 group D member 1 (Homo sapiens), P20393;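 active means activity above about 14%, limit read from the data; passing the limit was not always enough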;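 further: 0% = DMSO wells with 35 nM protein and 100% = DMSO wells with 750 nM protein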
hgDAF12 agonist: H. glycines DAF-12 receptor agonists, primary screen, cell-based, luminescence, HEK293, GAL4 fusion, UAS-luciferase. HEK293 GAL4-hgDAF12 UAS-luciferase reporter, agonist luminescence; normalized to butyrate control. AID 687014, 2013. activation, % at 6.8 µM. 370,000 compounds, 1.8% hits. Nuclear hormone receptor DAF-12 (Heterodera glycines), GAL4 fusion;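 active means activation above a cutoff set at the mean of all screened compounds plus 3 SD, cut at about 10% in these data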;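 further: 0% = DMSO wells and 100% = sodium butyrate wells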
DAX1 inh-1: DAX1 (NR0B1) inhibitors on StAR promoter, primary screen, cell-based, luminescence, SF-1 (NR5A1), full-length DAX-1; HEK293T StAR-luciferase reporter, SF-1/DAX-1 repression relief; inhibition, % at 6.8 µM; 370,000 compounds, 1.1% hits; AID 652010, 2013;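 active means inhibition above the mean over all tested compounds plus 3 SD, cut at about 3.6% in these data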;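 further: 0% = DAX-1 cells with DMSO and 100% = cells lacking DAX-1 with DMSO; higher inhibition means more luminescence from relief of DAX-1 repression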
HGIII-sPLA2 inh: human group III sPLA2 inhibitors, primary screen, biochemical, QFRET, BODIPY PC-A2 liposome substrate. Group 3 secretory phospholipase A2 (Homo sapiens), Q9NZ20. QFRET BODIPY PC-A2 liposome hydrolysis, fluorescence. inhibition, % at 12.2 µM. 370,000 compounds, 0.56% hits;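 active means inhibition above mean plus 3 SD of compounds lying within the high and low control bounds, cut at about 19% in these data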;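 further: 0% = median of test compound wells and 100% = no enzyme DMSO wells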
Target sequence (Q9NZ20 whole entry, looked up): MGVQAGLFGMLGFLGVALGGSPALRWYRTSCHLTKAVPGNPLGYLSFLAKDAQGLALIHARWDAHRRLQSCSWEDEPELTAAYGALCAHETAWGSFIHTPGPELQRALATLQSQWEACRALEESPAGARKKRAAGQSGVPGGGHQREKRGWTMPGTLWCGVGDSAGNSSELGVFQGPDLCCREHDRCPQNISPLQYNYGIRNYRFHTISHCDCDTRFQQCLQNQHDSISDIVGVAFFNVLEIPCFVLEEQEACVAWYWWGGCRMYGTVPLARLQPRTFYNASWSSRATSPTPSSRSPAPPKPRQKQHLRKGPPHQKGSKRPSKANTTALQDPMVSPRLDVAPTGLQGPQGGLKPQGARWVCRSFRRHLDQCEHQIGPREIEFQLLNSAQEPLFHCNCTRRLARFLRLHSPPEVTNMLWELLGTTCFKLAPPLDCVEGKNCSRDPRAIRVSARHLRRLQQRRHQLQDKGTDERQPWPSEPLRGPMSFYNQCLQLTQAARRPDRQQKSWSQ
SMARCA2 activ: SMARCA2 (BRM) function activators, primary screen, cell-based, luminescence, high throughput; activation, % at 9.1 µM; MG213 cells, MMTV-luciferase reporter, dexamethasone, overnight; AID 652017, 2013; 370,000 compounds, 1% hits; in the data active means activation above about 7.8%;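 further: 0% = vehicle wells and 100% = reference activator wells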
ssDAF12 agonist: S. stercoralis DAF-12 nuclear receptor activators, primary screen, cell-based, luminescence, HEK293, GRIP1 co-expression, lit1-tk-luc; activation, % at 6.8 µM; 370,000 compounds, 1% hits; HEK293 ssDAF-12/GRIP1 lit1-tk-luc reporter; % of 3 µM dafachronic acid response; Nuclear hormone receptor DAF-12 (Strongyloides stercoralis);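 active means activation above the mean over all tested compounds plus 3 SD, cut at about 0.9% in these data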;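 further: 0% = DMSO-only wells and 100% = 3 µM delta7-dafachronic acid wells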
DAX1 inh-2: DAX1 (NR0B1) inhibitors, primary screen, cell-based, HEK293, Gal4-DAX1, luciferase luminescence; HEK293 Gal4-DAX1 luciferase reporter; inhibition, % at 6.75 µM; 340,000 compounds, 0.99% hits; AID 504766, 2011;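 active means inhibition above the mean over all tested compounds plus 3 SD, cut at about 4.2% in these data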;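 further: 0% = DAX1-transfected cells with DMSO and 100% = empty-vector control cells with DMSO; inhibition shows as a rise in luminescence from relieved DAX1 repression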
Target sequence (P51843 207-470 limits assumed): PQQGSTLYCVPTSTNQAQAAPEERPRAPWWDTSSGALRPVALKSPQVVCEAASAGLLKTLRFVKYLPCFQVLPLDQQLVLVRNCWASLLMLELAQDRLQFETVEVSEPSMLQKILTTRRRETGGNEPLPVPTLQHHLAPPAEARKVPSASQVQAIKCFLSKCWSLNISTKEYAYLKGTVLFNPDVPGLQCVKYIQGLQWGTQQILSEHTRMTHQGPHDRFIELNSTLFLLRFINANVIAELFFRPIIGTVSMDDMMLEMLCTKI
hcDAF12 agonist: H. contortus DAF-12 nuclear receptor activators, primary screen, cell-based, luminescence, HEK293, lit1-tk-luc reporter | HEK293 hcDAF-12 lit1-tk-luc reporter; 0% DMSO, 100% Δ7-dafachronic acid | activation, % at 6.8 µM | 370,000 compounds, 1.4% hits;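 active means activation above the mean of all tested compounds plus 3 SD, cut at about 5.5% in these data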;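 further: 100% = response to 3 µM Δ7-dafachronic acid high control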
GAA850 FXN act: FXN promoter activators, primary screen, cell-based, luciferase luminescence, HEK293 lucGAA850. HEK293 lucGAA850 FXN promoter luciferase reporter, 24 h; percent of 10 µM SAHA response. activation, % at 6 µM. 360,000 compounds, 0.56% hits;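 active means activation above the average of all compounds screened plus 3 SD, cutoff fixed separately per campaign, cut at about 7.5% in these data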;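 further: 0% = DMSO wells and 100% = 10 µM SAHA wells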
PG9 Ab binder: binders of HIV-1 gp120 antibody PG9, primary screen, biochemical, TR-FRET; 360,000 compounds, 0.43% hits; TR-FRET gp120-PG9 antibody binding; inhibition, % at 6.7 µM; in the data active means inhibition above about 8.5%
PLCb3 inh: human PLC-beta3 inhibitors, primary screen, biochemical, fluorescence | 1-phosphatidylinositol 4,5-bisphosphate phosphodiesterase beta-3 (Homo sapiens), Q01970 | Purified PLC-beta3, fluorogenic substrate | inhibition, % at 12.2 µM | 370,000 compounds, 0.18% hits; in the data active means inhibition above about 11%;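 further: 0% = median of compound wells on plate and 100% = full blocker control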
* marks the source's active call; other numbers are inactive results; . = no result given.

SMILES	NR1D1 modulator	hgDAF12 agonist	DAX1 inh-1	HGIII-sPLA2 inh	SMARCA2 activ	ssDAF12 agonist	DAX1 inh-2	hcDAF12 agonist	GAA850 FXN act	PG9 Ab binder	PLCb3 inh
COc1ccc2[nH]c3c(c2c1)CCN1C(=O)C(CC(=O)NC/C=C(\C)CCC=C(C)C)C[C@H](C(=O)N(C(C)C)C(C)C)[C@@]31C (stereo partly drawn)	-1	0.5	-1.4	-2	0	-0.2	0.1	0.8	-2.2	0.7	5
CC(C)N(CCNC(=O)C1CCC(=O)N1Cc1ccc(F)cc1)Cc1ccccc1 (stereo not drawn)	-2	0.2	0.3	13	-1	-0.7	2.1	0.0	-1.6	-0.8	1
Cc1ccc(S(=O)(=O)N2CCOCC2)cc1NC(=O)CN1C(=O)NC(C)(c2ccc(Cl)cc2Cl)C1=O (stereo not drawn)	2	-1.2	-0.3	-12	-2	-1.4	-0.4	0.4	1.1	0.7	-4
CC(C)(C)c1ccc(OCCC(=O)Nc2cccc(S(=O)(=O)N3CCCCC3)c2)cc1	6	-2.7	-0.7	-23	-5	-1.8	-2.0	-1.6	6.8	1.0	4
CCCN(Cc1ccccc1)C(=S)NC(=O)c1ccccc1[N+](=O)[O-]	0	0.8	-1.4	14	-1	-1.6	0.6	-0.8	-0.4	-0.2	2
CC(=O)NCC(=O)OCc1ccc([N+](=O)[O-])cc1	4	-0.1	0.5	5	1	-1.8	0.9	-2.9	1.4	-1.6	1
O=C(N/C(=C\c1ccco1)C(=O)N1CCCC1)c1ccccc1	-2	-1.4	-0.3	-3	-2	-1.1	-0.5	-1.7	1.7	-1.1	-23
O=C(CSc1nc2ccccc2s1)Nc1ccc2c(c1)oc1ccccc12	-2	3.9	-0.1	-6	-1	0.1	-0.2	2.7	1.6	1.6	-2
C[C@@H]1CN([C@@H](C)CO)S(=O)(=O)c2ccc(Br)cc2O[C@H]1CN(C)Cc1ccccc1F	-5	2.8	-0.6	-4	-3	-1.1	2.8	1.5	-0.7	0.4	1
OC(COc1ccccc1Cl)CN1CCN(CC(O)COc2ccccc2Cl)CC1 (stereo not drawn)	-8	-1.8	-0.2	-18	-2	-1.0	-0.9	-1.8	-1.5	0.8	-1
COc1ccc(CN2CC(C(=O)NC3CCCCC3)CC2=O)cc1 (stereo not drawn)	-1	-1.2	0.4	1	3	-0.9	-0.5	-1.0	0.9	-2.3	-4
COc1ccc(CCCc2nnc(SCC(=O)NN)o2)cc1	1	-3.1	-0.1	1	-3	-1.5	-0.8	-1.7	1.6	-2.0	1
O=C(Nc1cc(C(=O)N2CCN(c3ccccc3O)CC2)ccc1Cl)c1cccs1	2	0.3	-1.6	-8	-2	-1.3	-2.2	-3.5	1.4	-1.2	-5
CC(=O)Nc1ccc(N2CCOCC2)c(Cl)c1	1	-0.7	0.3	0	0	-1.3	1.0	0.1	1.0	-2.7	3
CCCCOc1cccc(NC(=O)CSc2nncn2C)c1	1	1.4	-0.5	17	-3	-1.4	1.0	1.0	0.1	1.4	-4
O=C(Nc1ccccc1N1CCOCC1)c1ccc(N2CCOCC2)c([N+](=O)[O-])c1	7	-2.4	0.5	11	-3	-1.9	-1.0	-1.2	0.1	1.4	-8
O=C(c1cc(-c2ccc(Br)cc2)on1)N1CCCCCC1	-1	4.2	1.0	-1	9.4*	0.4	1.7	1.5	3.4	-1.0	-7
CCc1ccc(C2=NN(C(C)=O)C(c3ccco3)C2)cc1 (stereo not drawn)	-4	15*	4.9*	-10	6	-0.1	2.7	4.1	4.2	1.2	-1
CCOC(=O)c1ccc(N2CCOCC2)c(NS(=O)(=O)c2ccc(F)cc2)c1	-2	-2.1	-1.2	-7	-1	-0.9	0.7	-1.8	2.6	-1.3	-9
C=CCNC(=O)c1ccccc1NC(=O)Cc1ccccc1[N+](=O)[O-]	1	-0.8	0.2	13	-2	-1.1	-1.5	-0.9	2.5	0.7	2
CCC(=O)c1cn(CC(=O)Nc2ccccc2)c2ccccc12	6	-0.7	-0.1	-4	-1	-1.5	0.2	-2.3	2.5	-0.9	-6
NC(=O)c1ccc(NC(=O)Cc2cccs2)cc1	-5	-0.6	0.2	0	1	-1.4	2.3	0.0	2.3	-1.5	-11
COc1ccc(C(=O)Nc2c(N)nc(SCC(=O)N3CCC(C)CC3)[nH]c2=O)cc1	-2	3.7	-0.2	2	3	-0.6	0.1	1.1	1.2	2.3	-5
Cc1ccc2c(c1)[C@H]1[C@H](CO2)[C@H](c2ccccc2)[C@]2(C)C(=O)N(Cc3ccccc3)CC(=O)N12	-2	-0.7	-0.5	2	0	-1.4	0.7	-1.9	9.0*	0.3	2
Cc1cc(/C=C(/C#N)C(=O)Nc2ccc(Cl)cc2)c(C)n1-c1cccnc1	23*	-2.4	0.1	11	-4	-0.8	-0.5	-1.6	3.6	5.7	-10

A few values from above:
Value of Cc1ccc2c(c1)[C@H]1[C@H](CO2)[C@H](c2ccccc2)[C@]2(C)C(=O)N(Cc3ccccc3)CC(=O)N12 in ssDAF12 agonist: -1.4
Value of CC(=O)Nc1ccc(N2CCOCC2)c(Cl)c1 in DAX1 inh-2: 1.0

Remaining list, next part
SMILES	NR1D1 modulator	hgDAF12 agonist	DAX1 inh-1	HGIII-sPLA2 inh	SMARCA2 activ	ssDAF12 agonist	DAX1 inh-2	hcDAF12 agonist	GAA850 FXN act	PG9 Ab binder	PLCb3 inh
COc1ccccc1NC(=O)C(CC=C(Cl)Cl)C(C)=O (stereo not drawn)	0	2.5	0.0	-7	-2	-1.5	-0.1	-2.5	-0.9	-0.7	0
C=CCOc1ccc(/C=C/C(=O)OCc2csc(CC(=O)Nc3ccccc3C)n2)cc1	-3	-0.8	-0.8	-29	-3	-1.7	0.5	-0.2	1.5	0.1	-2
COc1ccccc1NC(=O)c1ccccc1S(=O)(=O)c1ccc([N+](=O)[O-])cc1	-2	-1.9	-0.4	3	-3	-0.6	-0.5	0.6	1.9	-1.1	-1
CCS(=O)(=O)N1CCCC(C(=O)NCCc2ccc(OC)c(OC)c2)C1 (stereo not drawn)	-1	0.4	0.5	2	0	-0.8	2.0	-2.2	-1.8	0.4	1
COc1ccc(CNC(=O)CN(C)Cc2ccccc2F)cc1OC	-1	1.1	-0.3	1	-3	-0.5	0.0	-0.8	2.1	0.0	-6
COc1ccc(C(=O)CCN2CCN(c3ccccc3OC)CC2)cc1	2	-2.2	-0.3	2	4	-0.4	0.7	-1.8	4.0	-2.4	3
Cc1ccc(S(=O)(=O)N(C(=O)c2ccco2)c2cc3sc(=O)oc3c3ccccc23)cc1	-1	0.6	-0.4	6	2	-1.2	-0.7	-2.1	1.0	0.8	-3
COc1ccc(-c2nc3n(c(=O)c2C#N)CCCS3)cc1	9	-1.3	-0.4	-6	-1	-1.4	1.4	-0.6	-2.5	1.6	-171
COc1ccc(-c2noc(N3CCC(C(=O)NCc4ccc(F)cc4)CC3)n2)cc1	5	0.2	0.8	13	-3	-1.0	1.3	0.9	-0.5	-0.2	1
COc1ccc(C(=O)COC(=O)CCn2c(C)csc2=O)c(OC)c1	-9	5.8	1.6	2	0	-0.5	0.5	1.4	2.9	-1.4	4
COc1ccc(CCN2CC(C(=O)NCCN3CCOC3=O)CCC2=O)cc1 (stereo not drawn)	1	0.4	0.8	3	-3	-1.2	-0.3	-0.9	-1.1	-0.7	-3
CCc1ccc(N(C(C)=O)C2C=CS(=O)(=O)C2)cc1 (stereo not drawn)	7	1.4	-0.7	-1	3	-1.1	0.2	-0.2	0.0	-1.0	3
O=C(OCC(=O)N1CCc2ccccc21)c1ccc([N+](=O)[O-])cc1	2	0.2	-0.7	4	0	-1.0	0.0	-0.4	0.9	-0.5	-4
CCN(CC)S(=O)(=O)c1cccc(C(=O)NC(C(=O)NC2=NCCS2)C(C)C)c1 (stereo not drawn)	-2	2.7	0.3	-1	-2	-1.5	1.2	-0.6	0.2	1.6	5
C=CCn1c(Oc2cc(C)ccc2C)nc2c1c(=O)n(C)c(=O)n2C	0	-0.9	-0.1	-5	-4	-1.6	-0.4	-0.6	4.1	-3.1	4
CCOC(=O)c1ccc[n+](CC(=O)c2ccc(NC(=O)c3ccccc3)cc2)c1	-10	-1.6	0.2	-17	5	-0.8	0.8	0.0	0.5	-1.7	-12
Cc1nc2c(=O)n(C)c(=O)[nH]c2n1Cc1ccccc1	-4	2.0	-0.1	4	4	0.5	1.0	0.0	-0.5	0.8	-24
O=C(Nc1cnc2sccn2c1=O)c1ccc(Cl)cc1Cl	5	9.0	1.5	4	3	-0.2	1.6	3.8	3.1	3.0	-3
CCn1nc(C(=O)Nc2nc(-c3ccccn3)cs2)c2ccccc2c1=O	-5	-1.0	-1.2	6	-4	-1.2	0.8	0.8	1.1	0.0	-14
COc1ccccc1[C@@H]1C(c2ccc(F)cc2)=NN(c2ccccc2)[C@H]1C(=O)N1CCOC1=O	0	-2.7	-0.6	-6	-2	-0.7	-0.6	0.5	5.8	0.0	-297
O=C(c1cc(-c2ccc(F)cc2)nc2ccccc12)N1CCN(C2CCS(=O)(=O)C2)CC1 (stereo not drawn)	-3	2.1	1.4	4	7	-0.7	-0.5	1.1	-0.6	-1.1	-64
C/C(=N\NC(=O)CNc1ccccc1)c1ccccc1	4	2.1	0.4	2	-4	-1.3	0.0	-0.1	2.0	1.8	-1
CCN(CC)S(=O)(=O)c1ccc(OC)c(NS(=O)(=O)c2cccc(C(=O)O)c2)c1	7	-0.6	-0.5	-1	-1	-1.8	1.4	-1.1	1.1	0.6	1
CCCCc1nc2ccccc2c(N)c1CCC (tested in a mixture with another compound)	2	1.4	-0.3	-11	1	-1.7	-0.7	-2.0	-2.5	-1.5	-1
CC1CC(C)(C)CC2(C1)NC(=O)N(CC(=O)N1CCN(S(=O)(=O)c3cccc(Cl)c3Cl)CC1)C2=O (stereo not drawn)	0	-0.1	0.6	1	-2	-0.7	0.1	-0.3	2.8	0.9	-9
Cc1cccc(C)c1-n1nnnc1C(CCc1ccccc1)N1CCN(C/C=C/c2ccccc2)CC1 (stereo not drawn)	1	-1.5	0.5	-7	-3	-1.2	.	0.2	.	-1.0	3

Limited to PLCb3 inh, GAA850 FXN act and ssDAF12 agonist (two entries from above):
SMILES | PLCb3 inh | GAA850 FXN act | ssDAF12 agonist
O=C(c1cc(-c2ccc(F)cc2)nc2ccccc12)N1CCN(C2CCS(=O)(=O)C2)CC1 (stereo not drawn) | -64 | -0.6 | -0.7
C/C(=N\NC(=O)CNc1ccccc1)c1ccccc1 | -1 | 2.0 | -1.3
